PLCg1 inh: inhibitors of human phospholipase C gamma1 | AID 720700 | purified PLC-gamma1, fluorogenic substrate, fluorescence | inhibition, % at 12.2 µM | P19174 | actives 0.84% (n = 370,000); in the data active = inhibition above about 9.5%
Rev-erbA mod: modulates human Rev-erb alpha binding to DNA | P20393 | Rev-erbα–FITC-DNA binding, fluorescence polarization, 90 min | activity, % at 10 µM | actives 0.79% (n = 370,000);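 active = activity above about 14%, limit read from the data; passing the limit was not always enough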;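 also: 0% = DMSO wells with 35 nM protein and 100% = DMSO wells with 750 nM protein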
proKLK7 act: proKLK7 (human) activation, primary screen; P49862; purified proKLK7, EDANS-DABCYL substrate fluorescence; 100% is mature enzyme control, 0% vehicle; activation, % at 7 µM; actives 0.9% (n = 370,000);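 active = activation above the mean of all tested compounds plus 3 SD, computed per campaign excluding outliers beyond control limits, cut at about 13% in these data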
DDE Tn6 FP inh: disrupts Tn6 cyclic peptide binding to fibrin D-Dimer-E complex; inhibition, % at 8.3 µM; actives 0.21% (n = 370,000); AID 720509; Fibrin DD(E) TRITC-Tn6 fluorescence polarization displacement;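 active = inhibition above a per-campaign cutoff: mean of compounds within control limits plus 3 SD, cut at about 15% in these data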;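 also: 0% = median of all compound wells on the plate and 100% = blocking peptide control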
Target sequence (P02675 whole entry, looked up): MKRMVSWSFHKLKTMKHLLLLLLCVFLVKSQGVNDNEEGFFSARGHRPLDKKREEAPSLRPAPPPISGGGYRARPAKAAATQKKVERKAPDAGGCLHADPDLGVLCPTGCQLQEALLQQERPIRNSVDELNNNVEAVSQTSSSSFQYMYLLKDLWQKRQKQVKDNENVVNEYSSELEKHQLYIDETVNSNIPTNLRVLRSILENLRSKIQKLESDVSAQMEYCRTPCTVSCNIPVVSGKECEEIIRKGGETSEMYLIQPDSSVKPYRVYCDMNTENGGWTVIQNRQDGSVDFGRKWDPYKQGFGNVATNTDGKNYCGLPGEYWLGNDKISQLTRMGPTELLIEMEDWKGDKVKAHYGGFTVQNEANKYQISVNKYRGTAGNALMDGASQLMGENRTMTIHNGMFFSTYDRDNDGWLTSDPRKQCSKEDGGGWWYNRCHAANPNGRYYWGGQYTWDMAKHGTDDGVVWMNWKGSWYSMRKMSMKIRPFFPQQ
DDE Tn7 FP inh: inhibitors of Tn7 peptide binding to human fibrin DD(E); P02675; FP displacement of FITC-Tn7 peptide from fibrin DD(E); 0% = median of compound wells per plate; inhibition, % at 8.3 µM; actives 0.13% (n = 370,000); AID 720508;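 active = inhibition above the mean of compounds falling within the control limits plus 3 SD of them, cut at about 14% in these data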;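 also: 0% = plate median of compound wells and 100% = 10 µM Aha-Tn7 peptide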
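system = human fibrin DD(E) protein | quantity = DD(E) 2 µM final | medium = Tris/NaCl/CaCl2 buffer, pH 7.8 | also added = labelled Tn7 tracer, 0.1 µM | compound dosing = single point at 8.3 µM | timing = compound with protein 10 min, then 3 h after probe, room temperature | signal = FP measurement | benchmarks = Aha-Tn7 high control | repeats = one replicate per compound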
sPLA2-III inh: Blocks human group III sPLA2 activity. inhibition, % at 12.2 µM. actives 0.56% (n = 370,000). QFRET BODIPY PC-A2 liposome hydrolysis, fluorescence. AID 743126. Q9NZ20;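 active = inhibition above mean plus 3 SD of compounds lying within the high and low control bounds, cut at about 19% in these data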;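 also: 0% = median of test compound wells and 100% = no enzyme DMSO wells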
UHRF1 MBD2 ctr: blocks human UHRF1 binding to methylated DNA | UHRF1 binding to methylated oligo, TR-FRET | inhibition, % at 4.4 µM | actives 0.75% (n = 370,000); in the data active = inhibition above about 21%;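 also: UHRF1 SRA domain binding a hemimethylated CpG hairpin DNA probe; 0% = median of test compound wells and 100% = reference inhibitor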
ARFGAP1 inhibitor: inhibitors of rat ARFGAP1; Q62848; Arfgap1-stimulated ARF1 GTP hydrolysis, GDP FP detection; inhibition, % at 16.5 µM; actives 0.26% (n = 360,000); AID 651572;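 active = inhibition above a per-plate limit, mean inhibition of low control wells plus 3 SD, cut at about 25% in these data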;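 also: 0% = DMSO wells with enzyme and 100% = wells lacking Arfgap1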
Target sequence (Q62848 1-136 limits assumed): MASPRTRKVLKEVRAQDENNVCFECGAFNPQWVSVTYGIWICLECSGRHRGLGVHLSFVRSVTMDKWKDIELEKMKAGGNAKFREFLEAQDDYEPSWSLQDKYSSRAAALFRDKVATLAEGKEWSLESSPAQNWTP
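Repeats: one replicate per compound; assay system: rat Arfgap1 catalytic domain, aa 1-136; times: enzyme reaction 120 min at 25 °C after 20 min preincubation; detection: FP of antibody-bound GDP Alexa 633 tracer, ex 620/em 688 nm; benchmarks: high control wells lacking Arfgap1, low control full reaction with DMSO; reagent: human ARF1(Δ1-17)-GTP substrate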
ASAP1 GAP inh: blocks human ASAP1-stimulated Arf1 GTP hydrolysis; actives 0.19% (n = 360,000); GDP FP detection; Q9ULH1; inhibition, % at 16.5 µM; AID 624377; in the data active = inhibition above about 25%;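 also: 0% = vehicle with enzyme and substrate and 100% = no enzyme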
Target sequence (Q9ULH1 325-724 limits assumed): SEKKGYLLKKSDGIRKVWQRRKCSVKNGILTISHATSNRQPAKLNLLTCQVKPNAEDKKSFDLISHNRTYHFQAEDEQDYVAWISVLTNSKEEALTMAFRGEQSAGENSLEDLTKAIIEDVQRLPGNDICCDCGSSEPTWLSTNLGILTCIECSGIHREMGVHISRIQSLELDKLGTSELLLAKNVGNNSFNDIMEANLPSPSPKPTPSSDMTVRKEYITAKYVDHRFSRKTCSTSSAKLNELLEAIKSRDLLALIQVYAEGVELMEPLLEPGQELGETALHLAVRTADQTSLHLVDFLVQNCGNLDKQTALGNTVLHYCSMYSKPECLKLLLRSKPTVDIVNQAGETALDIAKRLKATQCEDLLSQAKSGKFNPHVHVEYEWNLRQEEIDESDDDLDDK
PLCb3 inh: blocks human PLC-beta3 enzyme activity; Q01970; Purified PLC-beta3, fluorogenic substrate, fluorescence; inhibition, % at 12.2 µM; actives 0.18% (n = 370,000); in the data active = inhibition above about 11%;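 also: 0% = median of compound wells on plate and 100% = full blocker control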
Numbers without * were called inactive; x = not tested or not shown.

SMILES	PLCg1 inh	Rev-erbA mod	proKLK7 act	DDE Tn6 FP inh	DDE Tn7 FP inh	sPLA2-III inh	UHRF1 MBD2 ctr	ARFGAP1 inhibitor	ASAP1 GAP inh	PLCb3 inh
O=C(NC(=S)Nc1ccc(NC(=O)c2cccs2)cc1)c1cc2ccccc2o1	1	-10	-0.5	-13	5	7	2	18	13	-4
Cc1c(C(=O)Nc2nccs2)sc2nc(-c3cccs3)cc(C(F)(F)F)c12	-27	3	-0.4	4	3	-6	-2	-2	13	-36
Cc1cccc(C)c1NC(=O)c1cc2c(=O)c3ccccc3oc2nc1C(F)(F)F	-2	-1	0.4	3	2	0	0	-8	-5	-1
Cc1ccc2c(c1)C(CS(=O)(=O)NCC(C)C)NC2 (configuration not stated)	-8	-6	-0.7	-1	-3	8	-9	x	x	-7
O=C(CCCc1nc2ccccc2s1)NCc1cccnc1	2	-2	-0.3	-2	3	0	-2	-4	-4	1
CCCNC(=O)Cn1c(=O)cnc2ccccc21	-10	5	0.7	3	2	5	-5	-4	-2	-9
O=C(Nc1nc2c(F)c(F)c(F)cc2s1)c1ccco1	-26	4	-0.2	5	1	-4	0	-14	5	-39
CSc1nc2n(n1)C(c1cccc(F)c1)C(C(=O)Nc1ccc(C)cc1C)=C(C)N2 (configuration not stated)	-2	-2	-0.1	9	10	7	8	6	-10	-2
O=C(Nc1ccc2c(c1)OCCO2)C1C(c2ccccc2)=Nc2ccccc2N1C(=O)c1cccnc1 (configuration not stated)	-15	-4	0.3	-6	0	10	1	4	1	-22
O=C(NCCC(=O)N1CCN(S(=O)(=O)c2ccccc2Cl)CC1)Nc1ccccc1	0	1	-0.1	2	3	0	-2	-3	-2	-3
COc1ccc(CNC(=O)Cc2nn(C)c(=O)c3ccccc23)cc1	-3	2	-0.3	-5	0	6	2	3	14	2
CS(=O)(=O)CCC(C(=O)N1CCOCC1)N1C(=O)c2cc(Cl)c(Cl)cc2C1=O (configuration not stated)	-4	-2	-0.1	7	5	4	2	-9	6	-5
Cc1cc(C)c(C#N)c(Oc2ccccc2)n1	0	-1	-0.1	4	0	-3	0	-4	-1	1
CCN(CC(=O)NCc1cccs1)C(=O)c1cc(S(=O)(=O)N2CCCCC2)ccc1Cl	2	-7	-0.1	0	-3	5	4	9	-1	-3
COc1cc2c(cc1OC)/C(=C/C#N)NC(C)(C)C2	-156	0	19*	5	-4	-1	0	-7	-1	-208

Arranged by length of the SMILES (falling): eleven of the compounds above.
SMILES	PLCg1 inh	Rev-erbA mod	proKLK7 act	DDE Tn6 FP inh	DDE Tn7 FP inh	sPLA2-III inh	UHRF1 MBD2 ctr	ARFGAP1 inhibitor	ASAP1 GAP inh	PLCb3 inh
O=C(Nc1ccc2c(c1)OCCO2)C1C(c2ccccc2)=Nc2ccccc2N1C(=O)c1cccnc1 (configuration not stated)	-15	-4	0.3	-6	0	10	1	4	1	-22
CS(=O)(=O)CCC(C(=O)N1CCOCC1)N1C(=O)c2cc(Cl)c(Cl)cc2C1=O (configuration not stated)	-4	-2	-0.1	7	5	4	2	-9	6	-5
CSc1nc2n(n1)C(c1cccc(F)c1)C(C(=O)Nc1ccc(C)cc1C)=C(C)N2 (configuration not stated)	-2	-2	-0.1	9	10	7	8	6	-10	-2
O=C(NCCC(=O)N1CCN(S(=O)(=O)c2ccccc2Cl)CC1)Nc1ccccc1	0	1	-0.1	2	3	0	-2	-3	-2	-3
Cc1cccc(C)c1NC(=O)c1cc2c(=O)c3ccccc3oc2nc1C(F)(F)F	-2	-1	0.4	3	2	0	0	-8	-5	-1
Cc1c(C(=O)Nc2nccs2)sc2nc(-c3cccs3)cc(C(F)(F)F)c12	-27	3	-0.4	4	3	-6	-2	-2	13	-36
O=C(NC(=S)Nc1ccc(NC(=O)c2cccs2)cc1)c1cc2ccccc2o1	1	-10	-0.5	-13	5	7	2	18	13	-4
COc1ccc(CNC(=O)Cc2nn(C)c(=O)c3ccccc23)cc1	-3	2	-0.3	-5	0	6	2	3	14	2
COc1cc2c(cc1OC)/C(=C/C#N)NC(C)(C)C2	-156	0	19*	5	-4	-1	0	-7	-1	-208
O=C(CCCc1nc2ccccc2s1)NCc1cccnc1	2	-2	-0.3	-2	3	0	-2	-4	-4	1
CCCNC(=O)Cn1c(=O)cnc2ccccc21	-10	5	0.7	3	2	5	-5	-4	-2	-9

Remaining list, next part.
SMILES	PLCg1 inh	Rev-erbA mod	proKLK7 act	DDE Tn6 FP inh	DDE Tn7 FP inh	sPLA2-III inh	UHRF1 MBD2 ctr	ARFGAP1 inhibitor	ASAP1 GAP inh	PLCb3 inh
OC[C@@H]1CN(Cc2ccc3c(c2)OCO3)C[C@H](n2cnc3c(NCc4ccc(F)cc4)ncnc32)O1	8	-4	0.2	-4	4	-11	0	-8	0	1
CCOC(=O)c1ccc(-c2ccc(C(=O)Nc3cccnc3)o2)cc1	-17	3	-1.4	-7	-5	-6	-2	12	-7	-20
CCn1cc(C(=O)NCCCN2CCCC(C)C2)c(=O)c2cc(S(=O)(=O)N3CCc4ccccc4C3)ccc21 (configuration not stated)	2	-2	-0.2	-4	0	-16	-2	13	5	4
Cc1ccc(NC(=O)C2CCCN(S(=O)(=O)c3cccs3)C2)cc1 (configuration not stated)	0	0	0.1	-1	2	-8	-1	2	-5	0
CCc1nc2ccc(C(=O)Nc3ccc(NC(C)=O)cc3)cn2c1N(CCC(C)C)CCN(C)C	0	-4	-0.3	-4	-7	-7	-1	3	8	3
CCc1ccccc1N1C(=O)c2ccccc2S1(=O)=O	4	4	0.2	6	-4	5	0	-2	1	4
COCC(C)n1c(SCC(=O)Nc2nccs2)nc2ccccc2c1=O (configuration not stated)	-1	-5	0.5	-4	2	0	0	-8	1	-4
COC(=O)c1nc(NC(=O)c2ccc(Br)cc2)n[nH]1	-5	-1	0.7	3	0	8	1	3	-11	0
N#Cc1ccc(OCC(=O)Nc2cc(S(=O)(=O)N3CCCCC3)ccc2N2CCCCC2)cc1	4	-4	0.1	2	6	6	2	4	-1	5
COc1ccc2nc(SCc3ccccc3)nc(C)c2c1	-22	4	-0.6	-3	-2	12	4	3	15	-28
COC(=O)c1onc(-c2ccccc2)c1C(=O)OC	1	2	0.2	-4	8	6	2	12	-5	0
CCC(C)NC(=O)Cn1cc(S(=O)(=O)N2CCN(c3ccccc3F)CC2)c2ccccc2c1=O (configuration not stated)	0	-1	0.5	0	7	3	0	-6	3	1
Cc1ccc(S(=O)(=O)CCSc2n[nH]c(=O)n2-c2ccccc2)cc1	-1	-4	-0.1	3	0	5	-3	1	8	-8
COC(=O)CC1OCC=C2CN3CCC45C6=CC(=O)C(=O)C([N+](=O)[O-])=C6NC4C1C2CC35 (configuration not stated)	3	-2	-1.9	-5	0	-6	20	-10	-19	-4
O=C1CC(N2CCSCC2)C(=O)N1c1ccc(Br)cc1 (configuration not stated)	-4	-1	-0.2	-1	1	13	1	-5	-17	-10
O=C(Nc1ccc([N+](=O)[O-])cc1)C1CC1(c1ccccc1)c1ccccc1 (configuration not stated)	2	3	0.1	-6	-4	-2	-2	4	7	2
CSCCC(NC(=O)c1ccco1)C(=O)NCC1CCCO1 (configuration not stated)	4	3	0.1	1	1	8	0	3	-6	-4
Cc1ccccc1OCC(=O)Nc1ccc2c(c1)C(=O)c1ccccc1C2=O	4	273*	0.1	-2	1	5	10	5	17	0
O=C(O/N=C1\CCCCC1c1ccc([N+](=O)[O-])cc1[N+](=O)[O-])c1c(F)cccc1F (configuration not stated)	1	2	0.6	4	-7	0	-3	4	-5	-1
CCc1cccc(NC(=S)N(CCOC)C2CCN(C(C)=O)CC2)c1	2	5	0.3	2	-2	-1	-1	10	5	0
Cc1cccc(C(=O)N[C@H](C(=O)Nc2cc(S(=O)(=O)N3CCCCC3)ccc2C)C(C)C)c1	3	2	0.5	-12	2	0	-4	-8	6	1
Cc1cccc(NC(=O)COC(=O)CN2CCCCCC2=O)c1C	3	-1	-0.3	1	-8	6	1	0	9	0
CC1(Cc2ccc3c(c2)OCO3)C(=O)Nc2c(Cl)ccc(Cl)c21 (configuration not stated)	5	5	0.7	5	3	-17	-1	-4	6	2
Cc1ccsc1C=Nc1c(C)n(C)n(-c2ccccc2)c1=O	-7	-1	0.5	3	3	-3	8	-10	-1	-8
COc1ccccc1NC(=O)c1ccccc1-c1ccccc1C(=O)O	-2	3	-0.5	4	9	9	0	6	-3	-5
Cc1cc(C(F)(F)F)nc2c(Cl)c(C(C)(C)C)nn12	-1	3	0.5	7	0	-2	0	5	0	-4
O=C1C=CC(=O)N1Cc1ccccn1	0	2	-0.5	3	4	-1	-1	8	0	3
Cc1cc(C)c(OCC(=O)Nc2ccccc2N2CCOCC2)c(C)c1	1	4	-0.3	-5	-2	-5	2	-5	-11	-1
O=c1c2cc(F)ccc2sn1-c1ccccc1Cl	3	2	0.5	4	-9	9	2	4	5	-11
Cc1cccc(N(CC(=O)N2CCOCC2)S(C)(=O)=O)c1C	3	-3	0.1	2	-1	-2	-1	2	-4	4
O=C1c2ccccc2CCC12OC2c1ccncc1 (configuration not stated)	2	0	-0.5	0	1	8	1	2	1	-13
CCOC(=O)Cn1c(=O)n(Cc2ccc(C)cc2)c(=O)c2cccnc21	-1	2	-0.5	-6	-10	1	0	9	18	-7
CCCC(=O)NC(c1ccccc1Cl)c1c(O)ccc2ccccc12 (configuration not stated)	-4	7	-0.1	-6	-2	-57	-1	9	10	-4
COc1cccc(/C=N/Nc2nc3ccccc3n3cnnc23)c1O	5	-2	-3.1	-8	-21	2	-2	9	3	0
Cc1ccc(S(=O)(=O)N2CCN(C(=O)COC(=O)Cc3ccc(F)cc3)CC2)c(C)c1	-2	-3	0.4	4	-7	-7	2	-9	9	-6
CCN1C(=O)[C@H]2[C@@H](c3ccc(C)cc3)N[C@]3(CCCN(Cc4cccn4C)C3=O)[C@H]2C1=O	-3	-2	1.1	-5	5	1	-5	7	-7	-6
c1ccc(CSc2nnc(-c3cccs3)o2)cc1	0	-1	0.0	2	-6	-2	3	-4	2	1
O=C(NC1(C(F)(F)F)C(=O)Nc2c1c(=O)[nH]c(=O)n2Cc1ccccc1)c1ccco1 (configuration not stated)	1	0	0.1	-9	-5	1	3	0	4	0
